SENP7 block – SENP7 protease inhibition | Q9BQF6 | AID 434973 | recombinant SENP7, Z-RLRGG-aminoluciferin luminescence, 40 min | inhibition, % at 5 µM | 330,000 compounds, 1.5% hits;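 active = inhibition above about 50% at the single test dose, limit read from the data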;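 also: plate controls were DMSO with enzyme for no effect and no enzyme buffer wells for full effect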
Target sequence (Q9BQF6 706-1050 limits assumed): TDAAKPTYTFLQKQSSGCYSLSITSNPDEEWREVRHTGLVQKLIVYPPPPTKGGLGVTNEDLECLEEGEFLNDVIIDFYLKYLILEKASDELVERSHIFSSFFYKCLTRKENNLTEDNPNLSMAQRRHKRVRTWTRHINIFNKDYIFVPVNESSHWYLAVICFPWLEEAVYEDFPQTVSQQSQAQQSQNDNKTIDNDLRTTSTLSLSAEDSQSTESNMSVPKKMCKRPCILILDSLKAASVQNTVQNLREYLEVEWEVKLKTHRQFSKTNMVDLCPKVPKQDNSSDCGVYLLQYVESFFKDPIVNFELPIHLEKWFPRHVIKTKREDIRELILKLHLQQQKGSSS
HKDC1 inhibitor – HKDC1 (human) hexokinase inhibition; Q2TB90; recombinant HKDC1, G6PDH/diaphorase resazurin coupled fluorescence; inhibition, % at 20 µM; 340,000 compounds, 0.16% hits;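 active = inhibition above about 35% when tested at 20 µM, limit read from the data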;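 also: plate controls were DMSO wells with enzyme for no effect and DMSO wells lacking enzyme for full effect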
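Assay system: recombinant HKDC1 hexokinase; detection: coupled resazurin fluorescence, excitation 525 nm, emission 613 nm; benchmarks: DMSO-plus-enzyme-mix negative control, buffer-substituted positive control; compound dosing: single 20 µM dose; schedule: 90 min at room temperature in dark; also added: glucose plus 1 mM ATP as hexokinase substrates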
SENP6 block – blocks the human protease SENP6. Recombinant SENP6 catalytic domain, aminoluciferin luminescence. inhibition, % at 10 µM. 330,000 compounds, 1.8% hits. AID 2599;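 active = inhibition above about 50% at the single tested dose, limit read from the data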;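 also: plate controls were DMSO wells with enzyme for no effect and DMSO wells lacking enzyme for full effect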
PfGluPho inh – PfG6PD (Plasmodium falciparum) enzyme inhibition | PfGluPho enzyme, NADPH resazurin-diaphorase fluorescence | inhibition, % at 20 µM | 350,000 compounds, 0.78% hits;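 active = inhibition reaching at least a set limit at 20 µM in the primary screen, cut at about 59% in these data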;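 also: 0% = DMSO wells with substrate and 100% = DMSO wells lacking glucose-6-phosphate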
SENP8 block-1 – blocks human SENP8 cleavage of Nedd8 substrate; Q96LD8; recombinant SENP8, Nedd8 substrate fluorescence; inhibition, % at 20 µM; 360,000 compounds, 0.64% hits; AID 602440; in the data active = inhibition mostly above about 40%, no sharp cut-off; inactive = mostly below about 27%
Target sequence (Q96LD8 whole entry, looked up): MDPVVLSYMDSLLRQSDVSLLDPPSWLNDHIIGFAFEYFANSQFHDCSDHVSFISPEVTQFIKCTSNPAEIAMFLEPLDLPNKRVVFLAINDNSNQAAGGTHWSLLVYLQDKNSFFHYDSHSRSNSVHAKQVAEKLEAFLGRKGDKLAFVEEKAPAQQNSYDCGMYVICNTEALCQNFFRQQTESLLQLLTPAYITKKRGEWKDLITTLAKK
beta cell repl – induces beta-cell replication in MIN6 cells; MIN6 cells proliferation, ATPlite luminescence, 48 h; cells starved in 0.2% serum; 100% = growth in 10% serum; proliferation, % at 10 µM; 330,000 compounds, 0.29% hits;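 active = compounds whose signal lies at least 3.5 SD above the mean of all wells on their plate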;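 also: 0% = DMSO-treated cells in low-serum medium and 100% = 10% serum control; some compounds called inactive have numbers as strong as hits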
UBC13 inh – blocks human UBC13 polyubiquitin chain formation; P61088; TR-FRET; inhibition, % at 20 µM; 330,000 compounds, 0.47% hits; AID 485273; in the data active = inhibition above about 45%, passing the limit was not always enough
Target sequence (P61088 whole entry, looked up): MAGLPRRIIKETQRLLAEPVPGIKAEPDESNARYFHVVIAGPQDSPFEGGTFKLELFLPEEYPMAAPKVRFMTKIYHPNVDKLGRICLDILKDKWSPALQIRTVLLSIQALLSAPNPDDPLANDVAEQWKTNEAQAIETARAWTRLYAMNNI
SENP1 inh – blocks the human SENP1 SUMO protease catalytic domain; recombinant SENP1 catalytic domain, CyPet-SUMO1-YPet FRET cleavage; inhibition, % at 10 µM; 360,000 compounds, 0.21% hits;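 active = inhibition at least 30% at 10 µM, raw YFP signal under a set limit, fluorescence ratio 0.5 to 1.5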;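 also: 0% = enzyme with DMSO and 100% = no enzyme wells; some results filed as inactive read as strong as hits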
Target sequence (Q9P0U3 419-644 limits assumed): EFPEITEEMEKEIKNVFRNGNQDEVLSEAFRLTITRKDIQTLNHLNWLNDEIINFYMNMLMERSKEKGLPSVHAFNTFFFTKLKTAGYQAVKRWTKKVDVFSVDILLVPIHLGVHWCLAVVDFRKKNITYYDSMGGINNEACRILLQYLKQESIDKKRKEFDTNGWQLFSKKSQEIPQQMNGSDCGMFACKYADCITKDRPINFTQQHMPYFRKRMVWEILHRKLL
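Test system: recombinant human SENP1 catalytic domain, His6-tagged / Medium: pH 8 Tris buffer with EDTA, NaCl, BME, BSA, NP40, catalase / Also added: SUMO1 FRET substrate flanked by Cypet and Ypet, 25 nM / Times: 50 min reaction at room temperature / Signal: FRET, CFP and YFP emission / Control set: no-enzyme low control and enzyme-plus-DMSO high control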
SENP8 block-2 – SENP8 protease inhibition | Q96LD8 | purified SENP8, Z-RLRGG-aminoluciferin cleavage, luminescence | inhibition, % at 10 µM | 330,000 compounds, 1.2% hits | AID 2540; in the data active = inhibition above about 50%
An asterisk follows results filed as active; x = no result given; & = joins results of further samples. Rows were taken by chance, and some 4% of all compounds hit somewhere here.

SMILES	SENP7 block	HKDC1 inhibitor	SENP6 block	PfGluPho inh	SENP8 block-1	beta cell repl	UBC13 inh	SENP1 inh	SENP8 block-2
CCCCCC(=O)NC(NC(=S)Nc1ccc(S(N)(=O)=O)cc1)C(Cl)(Cl)Cl (stereo not given)	-7	6	15	14	4	-1	-2	-2	-2
COCCN(C(=O)COC(=O)C1CC1)c1c(N)n(Cc2ccccc2)c(=O)[nH]c1=O	-3	-5	7	7	8	4	-3	-4	6
CCN(CC)S(=O)(=O)c1ccc(-c2nnc(SCC(=O)Nc3nnc(C)s3)n2CC)cc1	-3	2	-13	-17	19	-2	4	0	-2
Cc1ccc(OC(C)c2nnc(N)s2)cc1Cl (stereo not given)	0	-4	-3	16	13	0	7	2	1
O=C(COC(=O)c1ccc(O)cc1)Nc1ncc(Cl)cc1Cl	-12	7	-15	-5	-4	-1	-4	-7	-9
CCOC(=O)c1ccccc1NC(=O)C1=COCCO1	0	-5	1	4	-11	9	2	4	-6
O=c1c2ccccc2ncn1-c1ccc(Cl)c(Cl)c1	6	-10	-3	-9	10	-1	5	-2	-5
Cc1cc(C)cc(NC(=O)CCCn2nc(C)c3c(C)n(-c4ccccc4)nc3c2=O)c1	-5	2	4	-9	2	-3	4	2	10
Cc1cc(C)c(S(=O)(=O)Nc2ccc3c4c(cccc24)CC3)c(C)c1	-1	4	-6	91*	-71	-6	5	-79	0
O=C1SCC(c2ccccc2)=NN1Cc1ccccc1	0	-8	5	-3	19	3	2	1	-1
CCc1nc(Nc2cc(OC)ccc2OC)c2oc3ccccc3c2n1	-2	-2	-13	3	-297	-2	9	-2	2
N#CC(c1ccccc1)c1cnccn1 (stereo not given)	3	-4	-9	3	12	-4	1	0	2
Clc1ccc(Cc2noc(CN3CCN(c4ccccc4)CC3)n2)c(Cl)c1	-8	-7	-23	32	12	-1	-2	0	-4
COc1ccccc1NC(=O)Nc1cnccn1	19	-9	28	-7	1	0	10	-1	2
Cn1c(CCc2nc3ccccc3[nH]2)nnc1SCC#N	2	-6	21	0	8	-2	4	3	8
CCN(C(=O)c1ccnn1C)c1ccccc1	6	-7	-12	16	9	1	10	0	1
CCOc1cc(N(CC)CC)ccc1/C=C(/C#N)c1nc2ccccc2[nH]1	9	2	-11	13	14	-5	-312	-21	-5
COc1ccc(OC)c(S(=O)(=O)N2CCC(C(=O)NCc3ccccn3)CC2)c1	-3	-5	21	-6	5	1	-3	5	0
COc1ccc(S(=O)(=O)N2CCOCC2)cc1NC(=O)CSc1nnc2c(n1)[nH]c1ccccc12	7	25	-17	33	-6	-3	-13	4	0
COc1cccc(CN2CC(C(=O)NCc3ccc(C)c(F)c3)CCC2=O)c1 (stereo not given)	12	-1	-6	-9	-5	-3	-2	-3	-13
CC(NC(=O)CCC(=O)c1cccs1)c1ccccc1 (stereo not given)	1	-6	-3	-3	1	0	-4	1	5
Cc1ccc(C)c(N(CC(=O)NC(C)(C)C)C(=O)CCC(=O)Nc2nccs2)c1	-5	-4	4	4	12	-3	-2	1	-7
COc1ccccc1NC(=O)CNS(=O)(=O)c1ccccc1	-1	5	0	8	10	0	-9	2	-13
COc1ccccc1N1CCN(CC(=O)Nc2ccc(Cl)c(C(F)(F)F)c2)CC1	-2	-9	-22	13	13	-4	5	1	6
Cc1cc(C)nc(N(C#N)CC(=O)N2CCC(C(N)=O)CC2)n1	-11	-2	1	-10	12	5	-2	-1	-12
O=C1c2ccccc2C(=O)N1CCCCCCN1C(=O)c2ccccc2C1=O	x	-1	x	-10	-2	x	x	2	x
Cc1ccc(C(C)n2cc(C(=O)NCc3cccnc3)nn2)cc1 (stereo not given)	-4	-3	-5	1	18	0	7	6	-8
c1ccc2cc3[nH]c(CN4CCOCC4)nc3cc2c1	-2	5	-18	-5	-97	-1	-6	-2	-3
COc1ccc(C(C)=O)cc1COC(=O)CCCN1C(=O)c2ccccc2C1=O	5	-3	-7	-3	4	5	11	0	3
C=CCOc1ccccc1CN1CCCC(CCC(=O)N(C)CCc2ccccn2)C1 (stereo not given)	-5	-5	4	-1	5	-2	2	1	-2
COc1ccc(C(=O)OCC(=O)NCc2cccs2)c(OC)c1OC	4	1	-13	-9	3	-1	6	2	-5
CCOC(=O)CC(=O)c1[nH]c(C)c(C(=O)OCC)c1C	-1	-9	8	8	28	-2	4	-2	-1
Cn1cc(C(=O)Nc2ccc3c(c2)CCC3)cn1	-9	4	-24	17	-1	-4	-12	2	-13
CCOc1ccc(NC(=O)C(Cc2ccccc2)N2C(=O)c3cccc4cccc(c34)C2=O)cc1 (stereo not given)	-2	-3	-20	-3	14	-6	-20	10	-10
CCC(=O)N1CCc2cc(S(=O)(=O)Nc3ccc4c(c3)OCCO4)ccc21	-4	5	-6	-8	12	-2	6	2	-3
O=C1c2ccccc2C(=O)C12Cc1ccccc1N1CCN(c3ccccc3)CC12 (stereo not given)	x	2	x	-5	14	x	x	-2	x
CCNC(=O)c1cc(S(=O)(=O)N(C)C)c(Cl)cc1Cl	3	-8	6	1	-2	-3	0	4	-3
CCc1noc(C)c1C(=O)OCC(=O)c1ccc(OC)c(OC)c1	1	-2	-13	-1	9	2	4	2	-2
CC1=Nc2ccc(C)cc2/C1=C/c1c(N)n2oc(C)cc2nc1=O	-6&5	-5&-8	-19&1	4&4	0&-7	0&1	-11&3	-35&-25	-9&7
COc1ccc([N+](=O)[O-])cc1NC(=O)C(C)Sc1nc(-c2ccccc2)cs1 (stereo not given)	-4	-3	0	10	23	0	3	-2	-4
COC(=O)c1ccc(C2Nc3ccc(/C(C)=N/NC(=O)C(OC)c4ccccc4)cc3C3C=CCC32)cc1 (stereo not given)	-5	6	5	16	-47	-4	-25	3	7
OCCC1CN(Cc2nc3ccccc3s2)CCN1C1CCCCC1 (stereo not given)	-4	-8	3	-11	6	-1	6	-2	1
CC(=O)c1ccccc1NC(=O)COC(=O)CSCC(=O)Nc1cc(C)on1	-3	-1	-1	-3	-9	-3	6	-1	3
COC(=O)c1ccc2c(C(C)(C)O)c(C(C)(C)O)[nH]c2c1	-10	x	-26	x	x	-2	9	x	1
CN1CCc2c(sc(/N=C/c3c[nH]c4ccccc34)c2C(N)=O)C1	-12	5	-1	67*	-415	-4	85*	-37	-11
CC(=O)Nc1c(C)ccc(S(N)(=O)=O)c1C	5	-5	14	2	25	-3	-6	0	3
CC1CC(C)CN(C(=O)c2ccc(CNc3c(N4CCCC4)c(=O)c3=O)cc2)C1 (stereo not given)	-6	-4	3	1	14	-2	14	3	0
COc1ncnc2c1oc1nc(C(C)C)c3c(c12)CC(C)(C)OC3	11	53*	16	62*	12	5	-3	3	-2
Cc1ccc(S(=O)(=O)NCCC(=O)NC(C)c2ccccc2)cc1 (stereo not given)	-13	-2	9	8	7	-2	8	1	-4
Cc1ccc(NC2CCCN(C(=O)c3ccc4[nH]ccc4c3)C2)cc1C (stereo not given)	-8	7	-7	6	12	-1	-10	-2	-9
CC(=O)Nc1nc(=S)n(-c2ccccc2)[nH]1	11	7	9	58	12	-3	-1	0	13
OC(CNCC1COc2ccccc2O1)COc1ccccc1F (stereo not given)	-4	-3	7	-1	11	-3	-8	-1	-14
CCOc1ccc(NC(=S)N2CCC(NC(=O)c3ccccc3C)CC2)cc1	3	-4	26	10	6	-2	7	7	4
O=C1[C@H]2[C@@H](C3CC3)N3C(=O)CN(CC4CC4)C(=O)[C@@]3(Cc3ccccc3)[C@H]2C(=O)N1c1ccccc1	11	-2	-3	-7	17	-3	-6	0	7
COc1ccc(NC(=O)CCCC(=O)c2ccccc2)cc1	8	1	0	-6	20	-3	-2	0	1
O=C1N/C(=N\N=C\c2ccc3ncccc3c2)SC1Cc1ccc(SC(F)F)cc1 (stereo not given)	-4	-10	-2	-13	14	-3	-19	-1	2
COc1cc(/C=C/C2=CC(C)(C)NC(=S)N2)cc(OC)c1OC	2	-4	-6	17	-1	1	-9	1	2
Cc1c(O)nc(SCC(=O)Nc2ccc3c4c(cccc24)CC3)n(-c2ccc(F)cc2)c1=O	6	-3	7	16	-16	-4	0	-2	-5
CS(=O)(=O)Nc1nnc(Cc2ccccc2)s1	-2	-7	-10	12	8	0	-6	-1	-3
COc1ccc(/C(C)=C(\C#N)C(=O)OC(C)C)cc1OC	3	3	-9	2	-5	-3	-4	0	-3
(listing goes on)
SMILES	SENP7 block	HKDC1 inhibitor	SENP6 block	PfGluPho inh	SENP8 block-1	beta cell repl	UBC13 inh	SENP1 inh	SENP8 block-2
C=CCNC(=O)C(=O)Nc1ccc2c(c1)N(S(=O)(=O)c1cccs1)CCC2	3	-3	1	44	17	6	-3	2	14
O=C(N/C(C(=O)N1CCOCC1)=C(\Sc1ncccn1)c1ccccc1)c1ccccc1	7	7	3	16	-23	0	-1	-1	2
CN(Cc1ccccc1)S(=O)(=O)c1ccccc1[N+](=O)[O-]	-5	4	2	5	13	-3	1	2	1
Cc1cccc(Nc2nc(NC(C)C)nc(Oc3ccc(=O)n(C)n3)n2)c1	-2	5	1	0	13	-1	4	1	0
O=C(NCCc1ccccc1)C(=O)NCCC1CCCCN1S(=O)(=O)c1cccs1 (stereo not given)	-10	0	-6	1	14	-6	3	3	4
CCn1c(SCC(=O)Nc2ccc(OC)c(OC)c2)nnc1-c1ccco1	-5	-3	5	7	17	-3	6	-1	-6
O=C1OCC(CO)(CO)N=C1NNc1cc(Cl)ccc1Cl	9	-1	4	-6	25	2	6	2	1
NC(=O)C1CCCN(CC(O)COCc2ccc(Cl)cc2)C1 (stereo not given)	8	0	-45	-16	8	-4	2	1	-3
CN(C)c1ccc(NC(=O)CN2CCc3ccccc3C2)cc1	8	3	1	10	-2	-2	-7	-22	-2
COc1cc(/C=C2\SC(=S)N(NS(=O)(=O)c3ccc(C)cc3)C2=O)ccc1O	6	13	-10	-76	16	1	-86	91*	0
O=C(Cn1cnc2c(nnn2Cc2ccccc2)c1=O)NCc1ccco1	2	-1	-4	-3	4	5	4	0	1
CCc1nnc(NC(=O)CCC(=O)O)s1	1	-4	-1	9	16	-2	-3	3	2
CCc1nnc(NC(=O)CSc2nnc(Cc3ccccc3)o2)s1	8	-6	3	3	16	-4	-7	-1	4
O=C(COc1ccccc1Br)Nc1ccc2c(c1)OCCCO2	1	-2	32	15	-3	0	-8	2	-6
CCn1nccc1C(=O)Nc1ccc(Cl)cn1	63*	-1	74*	-17	31	-2	-3	1	35

Arranged by number of heavy atoms (low to high): some entries from above.
SMILES	SENP7 block	HKDC1 inhibitor	SENP6 block	PfGluPho inh	SENP8 block-1	beta cell repl	UBC13 inh	SENP1 inh	SENP8 block-2
CS(=O)(=O)Nc1nnc(Cc2ccccc2)s1	-2	-7	-10	12	8	0	-6	-1	-3
Cn1cc(C(=O)Nc2ccc3c(c2)CCC3)cn1	-9	4	-24	17	-1	-4	-12	2	-13
CN(C)c1ccc(NC(=O)CN2CCc3ccccc3C2)cc1	8	3	1	10	-2	-2	-7	-22	-2
CCn1c(SCC(=O)Nc2ccc(OC)c(OC)c2)nnc1-c1ccco1	-5	-3	5	7	17	-3	6	-1	-6
CCN(CC)S(=O)(=O)c1ccc(-c2nnc(SCC(=O)Nc3nnc(C)s3)n2CC)cc1	-3	2	-13	-17	19	-2	4	0	-2

Screening results (PubChem)
